PAFAH1B3 FP inh: inhibitors of human PAFAH1B3. recombinant PAFAH1B3, FP-rhodamine probe, fluorescence polarization. 340,000 tested, 0.28% active. inhibition, % at 3.39 µM;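 active means inhibition above the screen-wide average of all tested compounds plus 3 SD, cut at about 25% in these data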;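 further: 0% = enzyme with DMSO only and 100% = wells lacking PAFAH1B3 protein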
Target sequence (Q15102 whole entry, looked up): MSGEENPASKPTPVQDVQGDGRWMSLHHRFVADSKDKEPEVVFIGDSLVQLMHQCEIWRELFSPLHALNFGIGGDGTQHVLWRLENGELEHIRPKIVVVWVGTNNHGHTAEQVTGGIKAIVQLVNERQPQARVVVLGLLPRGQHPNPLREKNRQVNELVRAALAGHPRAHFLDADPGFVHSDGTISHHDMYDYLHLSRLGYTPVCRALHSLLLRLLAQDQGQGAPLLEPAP
ZTA counter: blocks Epstein-Barr virus ZTA, an EBNA-1 counter-screen. P03206. ZTA-DNA binding, fluorescence polarization. inhibition, % at 11 µM. 320,000 tested, 0.15% active. AID 2234; in the data active means inhibition above about 33%
PAFAH1B2 inh: inhibitors of human PAFAH1B2 | P68402 | recombinant PAFAH1B2, FP-rhodamine activity probe, fluorescence polarization | 340,000 tested, 1.2% active | inhibition, % at 3.39 µM | AID 492953;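 active means inhibition above the mean of all tested compounds plus 3 SD, cut at about 24% in these data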;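 further: 0% = enzyme with DMSO and 100% = wells lacking PAFAH1B2; many of its hits are not listed in these tables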
LYPLA1 inh: blocks human lysophospholipase 1, a PME1 counter-screen | inhibition, % at 5.9 µM | recombinant LYPLA1, FP-Rh probe fluorescence polarization | 320,000 tested, 0.16% active | AID 2174;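 active means inhibition above the mean of all tested compounds plus 3 SD, set per campaign, cut at about 14% in these data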;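 further: inhibitors block serine hydrolase probe labeling of LYPLA1 so polarization falls; 0% = enzyme with DMSO and 100% = wells lacking LYPLA1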
PAFAH2 inh: inhibitors of human PAFAH2; Q99487; recombinant PAFAH2, FP-rhodamine activity probe, fluorescence polarization; inhibition, % at 3.39 µM; 340,000 tested, 0.99% active;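 active means inhibition above the mean over all tested compounds plus 3 SD, cut at about 30% in these data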;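 further: inhibitors block probe labeling of enzyme so polarization drops; 0% = enzyme with DMSO and 100% = wells lacking PAFAH2 protein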
EBNA-1 inh: blocks EBNA-1 binding to DNA; EBNA-1 DNA binding, fluorescence polarization; inhibition, % at 14.8 µM; 300,000 tested, 0.34% active; AID 1950; in the data active means inhibition above about 28%
PREPL inhibitor: human PREPL enzyme inhibition. 320,000 tested, 0.68% active. inhibition, % at 5.96 µM. recombinant PREPL, fluorescence polarization activity-based probe. AID 2751. Q4J6C6; in the data active means inhibition above about 43%;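 further: 0% = enzyme with DMSO and 100% = wells lacking enzyme; many of its hits are not listed in these tables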
pPAFAH FP inh: pPAFAH (human) enzyme inhibition | recombinant pPAFAH, FP-rhodamine probe fluorescence polarization | 330,000 tested, 1.5% active | inhibition, % at 3.39 µM;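 active means inhibition above the mean inhibition across the screen plus 3 SD, cut at about 25% in these data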;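 further: inhibitors block binding of the rhodamine activity-based probe so polarization drops; 0% = enzyme with DMSO and 100% = wells lacking pPAFAH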
Target sequence (Q13093 whole entry, looked up): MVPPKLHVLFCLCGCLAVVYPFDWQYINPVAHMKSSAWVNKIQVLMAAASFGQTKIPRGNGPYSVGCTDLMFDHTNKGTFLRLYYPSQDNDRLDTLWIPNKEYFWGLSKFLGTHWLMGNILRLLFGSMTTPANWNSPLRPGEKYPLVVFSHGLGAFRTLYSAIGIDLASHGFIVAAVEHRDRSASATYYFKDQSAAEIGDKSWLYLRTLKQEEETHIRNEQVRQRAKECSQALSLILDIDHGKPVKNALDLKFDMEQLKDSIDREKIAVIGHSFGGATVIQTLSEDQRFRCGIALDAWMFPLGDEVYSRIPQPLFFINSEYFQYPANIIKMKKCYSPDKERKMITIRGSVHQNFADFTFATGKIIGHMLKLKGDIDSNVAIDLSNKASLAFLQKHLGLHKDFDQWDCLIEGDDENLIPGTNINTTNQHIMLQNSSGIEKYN
LYPLA2 counter: blocks human lysophospholipase 2, a PME1 counter-screen. O95372. recombinant LYPLA2, FP-Rh probe fluorescence polarization. inhibition, % at 5.9 µM. 320,000 tested, 0.38% active;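 active means inhibition above the screen-wide mean plus 3 SD, limit set per campaign, cut at about 26% in these data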;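 further: 0% = LYPLA2 with DMSO and 100% = wells lacking LYPLA2 enzyme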
Target sequence (O95372 whole entry, looked up): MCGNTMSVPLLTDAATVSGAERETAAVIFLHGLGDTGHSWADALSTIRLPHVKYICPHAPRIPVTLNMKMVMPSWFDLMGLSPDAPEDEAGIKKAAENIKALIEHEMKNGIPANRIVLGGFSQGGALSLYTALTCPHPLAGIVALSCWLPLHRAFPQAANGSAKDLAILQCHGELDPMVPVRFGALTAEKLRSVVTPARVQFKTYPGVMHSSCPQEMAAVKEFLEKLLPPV
Active calls of the source: *; / = not tested or not shown. An excerpt (hit frequency here may not be typical).

Field names – A = PAFAH1B3 FP inh; B = ZTA counter; C = PAFAH1B2 inh; D = LYPLA1 inh; E = PAFAH2 inh; F = EBNA-1 inh; G = PREPL inhibitor; H = pPAFAH FP inh; I = LYPLA2 counter
> Cc1oc(-c2ccccc2Cl)nc1CN1CCCCC1CO (stereo not given)
  A = 1; B = 12; C = 3; D = -4; E = -1; F = 14; G = 11; H = 2; I = -8

> COc1ccc(CCN2CC(C(=O)N3CCC(O)(c4ccccc4)CC3)CCC2=O)cc1 (stereo not given)
  A = 8; B = 6; C = 2; D = 2; E = -2; F = -6; G = 2; H = 4; I = 10

> Cc1ccc(CNC(=O)Cc2ccc(-n3cccc3)cc2)cc1
  A = -2; B = -13; C = 1; D = -3; E = -4; F = 2; G = -2; H = 6; I = 2

> CC(=O)c1cccc(NC(=O)Nc2ccc(C(=O)N3CCOCC3)cc2)c1
  A = 13; B = 9; C = 8; D = 3; E = 2; F = 7; G = 2; H = 2; I = 2

> CS(=O)(=O)c1ccc(NC(=O)c2cccc(-n3cnnn3)c2)cc1
  A = 6; B = -23; C = 0; D = -4; E = 2; F = /; G = 0; H = 5; I = 1

> CS(=O)(=O)N(Cc1ccco1)CC(O)Cn1c2ccccc2c2ccccc21 (stereo not given)
  A = 6; B = -8; C = 7; D = -2; E = 9; F = -4; G = -8; H = 1; I = -3

> Cc1ccc(N2C(=O)c3n[nH]c(C)c3C2c2ccccn2)cc1 (stereo not given)
  A = 3; B = -2; C = 4; D = 0; E = 7; F = -5; G = 0; H = -2; I = 11

> Cc1ccc(S(=O)(=O)CCC(=O)Oc2ccc(-c3nnco3)cc2)cc1
  A = 1; B = -3; C = 5; D = 0; E = -6; F = 1; G = -4; H = 29*; I = -3

> CC(=O)c1c(C)oc2ccc(N(C(=O)c3ccncc3)S(=O)(=O)c3ccccc3)cc12
  A = 4; B = 0; C = 2; D = -3; E = 7; F = -5; G = -3; H = 0; I = -2

> S=C1NCN(Cc2ccco2)CN1CCc1ccccc1
  A = 5; B = -11; C = 6; D = 3; E = 4; F = -11; G = 8; H = 0; I = 1

> Cc1oc(-c2ccccc2Cl)[n+]([O-])c1C
  A = 5; B = 5; C = 2; D = 1; E = 2; F = 3; G = -5; H = -5; I = -1

> CCCn1c(=O)[nH]c(=O)c2c1nc(-c1ccccc1)n2CCN1CCOCC1
  A = 4; B = 15; C = -2; D = 5; E = -2; F = 10; G = 6; H = 4; I = 3

> Cc1cccn2c(=O)c3cc(S(=O)(=O)c4ccc(Br)cc4)c(=N)n(C4CCCCC4)c3nc12
  A = 5; B = -3; C = 6; D = -3; E = -10; F = 6; G = 1; H = -1; I = 2

> CCOc1ccccc1OCCCC(=O)N(CC)CC(=O)Nc1c(F)cccc1F
  A = 3; B = -3; C = 1; D = 2; E = 0; F = -6; G = -1; H = 5; I = 2

> COc1ccc(NC(=O)COC(=O)c2ccc3ccccc3n2)cc1
  A = 3; B = -14; C = -2; D = -1; E = 6; F = /; G = 2; H = 18; I = 0

> COc1ccc(/C=C/C(=O)OCC(=O)Nc2cccc(Oc3ccccc3)c2)c(OC)c1
  A = -38; B = -1; C = -27; D = -18; E = 44*; F = 7; G = -9; H = 19; I = -8

> COc1ccc(S(=O)(=O)N2CCN(c3ncnc4c(-c5ccccc5)nsc34)CC2)cc1
  A = 6; B = 3; C = 22; D = 0; E = -7; F = -3; G = -20; H = 4; I = 0

> O=C(O)c1ccccc1NCc1ccncc1
  A = -3; B = -9; C = 0; D = 1; E = 2; F = 7; G = 18; H = 0; I = 0

> C[C@H](NC(=O)c1ccc2c(c1)OCO2)c1nnc2ccccn12
  A = 10; B = -1; C = 1; D = 0; E = -10; F = -3; G = 3; H = -2; I = -2

> CSCC[C@@H](CO)NC(=O)c1ccc2nc(C3CCCCC3)oc2c1
  A = 12; B = -23; C = -1; D = -5; E = 0; F = 0; G = -1; H = 7; I = -5

> CCC(C)c1ccc(C2C3=C(Nc4nc(N)[nH]c(=O)c42)c2ccccc2C3=O)cc1 (stereo not given)
  A = -1; B = 4; C = -2; D = -15; E = -2; F = 0; G = 1; H = 25*; I = -11

> O=C(Nc1nnc(/C=C/c2ccccc2)s1)c1ccco1
  A = 8; B = 2; C = 2; D = 0; E = -9; F = 16; G = 6; H = 5; I = 0

> COc1ccc(CCNC(=O)c2cc3c(=O)n(C)c4ccccc4c3n2C)cc1OC
  A = 3; B = 6; C = 2; D = 0; E = -2; F = -4; G = 3; H = -1; I = 4

> Clc1nccc(NCc2ccccc2)n1
  A = 7; B = 1; C = 6; D = 0; E = -5; F = 2; G = 4; H = 5; I = 1

> COCCNC(=O)c1cccc(S(=O)(=O)N2CC3(C)CC2CC(C)(C)C3)c1 (stereo not given)
  A = 7; B = -13; C = 9; D = 2; E = -1; F = -14; G = -10; H = 1; I = 3

Some of these compounds in order of the PREPL inhibitor value, descending:
Compound	PREPL inhibitor
CS(=O)(=O)c1ccc(NC(=O)c2cccc(-n3cnnn3)c2)cc1	0
CC(=O)c1c(C)oc2ccc(N(C(=O)c3ccncc3)S(=O)(=O)c3ccccc3)cc12	-3
CS(=O)(=O)N(Cc1ccco1)CC(O)Cn1c2ccccc2c2ccccc21 (stereo not given)	-8

Later entries.
Field names – A = PAFAH1B3 FP inh; B = ZTA counter; C = PAFAH1B2 inh; D = LYPLA1 inh; E = PAFAH2 inh; F = EBNA-1 inh; G = PREPL inhibitor; H = pPAFAH FP inh; I = LYPLA2 counter
> COc1ccc(OC)c(S(=O)(=O)Nc2ccc3oc4c(c3c2)C(=O)CCC4)c1
  A = 2; B = -1; C = 6; D = 2; E = 5; F = 7; G = -1; H = -6; I = -7

> Cc1cc([N+](=O)[O-])ccc1NC(=O)CSc1nncn1-c1cccnc1
  A = -3; B = -26; C = -1; D = 4; E = -3; F = 3; G = 9; H = 3; I = 1

> Cc1cc(C)nc(SCc2nc(N)nc(-c3ccccc3O)n2)n1
  A = 13; B = -19; C = 0; D = 1; E = 5; F = -3; G = 18; H = 9; I = 3

> Cc1ccc(S(=O)(=O)NC(=O)C2CCCCC2)cc1
  A = 6; B = 2; C = 0; D = -1; E = 0; F = /; G = 7; H = 7; I = 4

> COc1cccc(OCC(=O)NNC(=O)CCc2ccccc2)c1
  A = 11; B = 3; C = 3; D = 0; E = 2; F = -1; G = 1; H = 8; I = -3

> CCOC(=O)N1CCN(Cc2nc(-c3ccc(OC)cc3)no2)CC1
  A = 13; B = 9; C = 6; D = -1; E = 0; F = -4; G = 21; H = -1; I = 2

> CC(=O)Oc1ccc(C(=O)Nc2cccc(-c3nnc(-c4ccco4)o3)c2)cc1
  A = 1; B = 1; C = 0; D = -7; E = 4; F = 1; G = 0; H = -3; I = -7

> CC(C)c1ccc(C(=O)CSc2ncn[nH]2)cc1
  A = 11; B = -7; C = 6; D = -2; E = -5; F = -8; G = 4; H = -2; I = -5

> CC(OC(=O)c1cccs1)C(=O)Nc1nc(-c2ccccc2)cs1 (stereo not given)
  A = 0; B = -14; C = 0; D = 0; E = -9; F = 2; G = -22; H = 7; I = -1

> COc1cc(C(=O)Nc2sc3c(c2C#N)CCN(C(C)=O)C3)cc(OC)c1OC
  A = -4; B = -5; C = 6; D = -2; E = -3; F = -3; G = 8; H = 9; I = -6

> COC(=O)/C(=C\C(=O)c1ccccc1)Nc1cccc(C(F)(F)F)c1
  A = 0; B = 11; C = 3; D = 1; E = -5; F = 0; G = 5; H = 3; I = 9

> Cc1cccc(C)c1NC1=NC(=S)N(c2ccccc2)C12CCOC(C)(C)C2 (stereo not given)
  A = 16; B = -6; C = 4; D = 0; E = 2; F = 4; G = 2; H = 3; I = 6

> Cc1ccc2nsnc2c1S(=O)(=O)N1CCCC1C(=O)O (stereo not given)
  A = 7; B = 11; C = 4; D = 2; E = 5; F = 8; G = -5; H = 1; I = 1

> O=C(/C=C/c1cccc([N+](=O)[O-])c1)N1CCN(S(=O)(=O)c2cccs2)CC1
  A = 2; B = 2; C = 8; D = -2; E = 0; F = 10; G = -9; H = 0; I = 4

> COc1ccc2c(c1)cc1c(=O)n(CC(=O)NC(C)CCc3ccccc3)nc(C)n12 (stereo not given)
  A = -2; B = 4; C = -3; D = -2; E = 2; F = -7; G = 4; H = 0; I = 7

> Cc1c(Cc2ccccc2)c(=O)oc2c(C)c(OC(C)C(=O)NCC3CCC(C(=O)O)CC3)ccc12 (stereo not given)
  A = 12; B = 2; C = 0; D = 1; E = 11; F = 5; G = 1; H = -3; I = 2

> O=C(CSc1nnc(-c2cc(-c3cccs3)nc3ccccc23)o1)NC1CCCCC1
  A = -1; B = 12; C = 5; D = -5; E = -7; F = 11; G = -2; H = 3; I = -1

> CC1CCCCC12NC(=O)N(CC(=O)N1CCc3ccccc31)C2=O (stereo not given)
  A = 4; B = -5; C = 4; D = 0; E = 5; F = /; G = 11; H = 1; I = 3

> COc1cccc(-c2nnc3n2N=C(C(C)(C)C)CS3)c1
  A = 1; B = -21; C = 6; D = -1; E = 2; F = 3; G = -15; H = 6; I = 13

> CN(CCOc1ccccc1)C(=O)c1ccc(Cl)c(S(=O)(=O)N2CCCCC2)c1
  A = -3; B = 5; C = 3; D = -4; E = 4; F = /; G = 9; H = 1; I = -5

> Cc1ccc(CNC(=O)C2CCCN2C(=O)Nc2ccccc2)cc1 (stereo not given)
  A = 7; B = -9; C = 7; D = 0; E = 1; F = -1; G = -11; H = 4; I = 10

> OC(CNC1Cc2ccccc2C1)COc1ccc(F)cc1 (stereo not given)
  A = 15; B = -6; C = 0; D = 0; E = -5; F = -8; G = -10; H = -6; I = -1

> COC(=O)c1ccc(Oc2coc3cc(OCc4cnn(-c5ccccc5)c4)ccc3c2=O)cc1
  A = 4; B = 14; C = -4; D = 2; E = 7; F = -2; G = 0; H = 5; I = 8

> CN(C)S(=O)(=O)c1cccc(NC(=O)CSc2cccc3cccnc23)c1
  A = 12; B = -2; C = -2; D = 1; E = 6; F = 14; G = 18; H = 4; I = 5

> O=c1[nH]c(C2CCCN(S(=O)(=O)c3ccccc3)C2)nc2c1nnn2Cc1ccc2c(c1)OCCO2 (stereo not given)
  A = 4; B = 5; C = 1; D = 4; E = -3; F = -7; G = 7; H = -4; I = 3

> CCC(CC)c1nnc(NC(=O)c2ccc3ccccc3n2)s1
  A = 5; B = 2; C = 2; D = -1; E = -9; F = -7; G = -8; H = 5; I = 0

pPAFAH FP inh: entries above that show a hit
Compound	PAFAH1B3 FP inh	PAFAH1B2 inh	PAFAH2 inh	EBNA-1 inh	PREPL inhibitor	pPAFAH FP inh
Cc1ccc(S(=O)(=O)CCC(=O)Oc2ccc(-c3nnco3)cc2)cc1	1	5	-6	1	-4	29*
CCC(C)c1ccc(C2C3=C(Nc4nc(N)[nH]c(=O)c42)c2ccccc2C3=O)cc1 (stereo not given)	-1	-2	-2	0	1	25*

2 records picked at random from the list so far, as already listed:
Field names – A = PAFAH1B3 FP inh; B = ZTA counter; C = PAFAH1B2 inh; D = LYPLA1 inh; E = PAFAH2 inh; F = EBNA-1 inh; G = PREPL inhibitor; H = pPAFAH FP inh; I = LYPLA2 counter
> OC(CNC1Cc2ccccc2C1)COc1ccc(F)cc1 (stereo not given)
  A = 15; B = -6; C = 0; D = 0; E = -5; F = -8; G = -10; H = -6; I = -1

> CC(C)c1ccc(C(=O)CSc2ncn[nH]2)cc1
  A = 11; B = -7; C = 6; D = -2; E = -5; F = -8; G = 4; H = -2; I = -5
